D1 ag: activates the human D1 dopamine receptor. P21728. HEK293 T-REx D1 cells, calcium flux, agonist mode. activation, % at 2 µM. 360,000 tested, 1% active; note: 0% is about no effect
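Agonism was scored from calcium flux recorded over 180 s (1 read/s) after pintool compound addition, following a 10-cycle baseline. Cells were inducible force-coupled HEK293 TREx D1, plated overnight at 30 C and loaded with no-wash calcium dye.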
TRHR ag: activates the human TRH receptor | activation, % at 2 µM | 360,000 tested, 0.18% active | TRHR cells, calcium flux fluo-8, FDSS agonist mode | AID 493084 | P34981; note: 0% is about no effect
Target sequence (P34981 whole entry, looked up): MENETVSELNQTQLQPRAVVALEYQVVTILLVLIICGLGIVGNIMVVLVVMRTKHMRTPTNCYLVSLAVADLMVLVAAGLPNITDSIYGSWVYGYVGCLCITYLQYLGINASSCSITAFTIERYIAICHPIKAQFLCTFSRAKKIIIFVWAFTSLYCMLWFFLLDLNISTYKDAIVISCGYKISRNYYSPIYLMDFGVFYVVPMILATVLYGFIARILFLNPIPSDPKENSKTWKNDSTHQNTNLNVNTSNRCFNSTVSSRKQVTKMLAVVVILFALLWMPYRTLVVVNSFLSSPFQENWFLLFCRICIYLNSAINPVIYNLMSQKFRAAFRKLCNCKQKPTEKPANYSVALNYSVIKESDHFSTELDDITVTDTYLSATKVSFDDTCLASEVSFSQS
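TRHR-expressing cells, plated overnight in medium with 10% serum, were loaded with fluo-8 calcium dye at room temperature. After a 10 s baseline, library compound was pin-added and calcium release was recorded kinetically (ex 480/em 530) as agonist response.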
RXFP1 antag: RXFP1 (human) relaxin receptor antagonism | 350,000 tested, 0.59% active | HEK293-RXFP1, relaxin-stimulated cAMP HTRF, 30 min; hits give low values | Q9HBX9 | activity change, negative = inhibition, % at 57.5 µM;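 active = activity change of -60% or lower, but not beyond a set lower limit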; note: % is set by controls: 0 for no effect and ±100 for the full control effect
TRHR PAM: allosterically enhances the human TRH receptor. 360,000 tested, 0.66% active. enhancement, % at 2 µM. TRHR cells, fluo-8 calcium fluorescence, EC20 TRH enhancement; in the data active = enhancement above about 30%; note: 0% is about no effect
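Enhancer read-out: after compound pinning and an initial kinetic agonist-mode read, an EC20 of TRH (10 nM final) was injected and fluo-8 calcium signal (Ex 480/Em 530) followed at 1 s/cycle for 100 cycles in TRHR-expressing cells.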
D2 ag: activates the human D2 dopamine receptor. AID 485358. 340,000 tested, 0.53% active. HEK293 T-REx D2 cells, calcium flux agonist mode. P14416. activation, % at 2 µM;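 active = activation over 3 SD above normal in the single-dose calcium agonist read, cut at about 30% in these data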; note: 0% is about no effect
Target sequence (P14416 whole entry, looked up): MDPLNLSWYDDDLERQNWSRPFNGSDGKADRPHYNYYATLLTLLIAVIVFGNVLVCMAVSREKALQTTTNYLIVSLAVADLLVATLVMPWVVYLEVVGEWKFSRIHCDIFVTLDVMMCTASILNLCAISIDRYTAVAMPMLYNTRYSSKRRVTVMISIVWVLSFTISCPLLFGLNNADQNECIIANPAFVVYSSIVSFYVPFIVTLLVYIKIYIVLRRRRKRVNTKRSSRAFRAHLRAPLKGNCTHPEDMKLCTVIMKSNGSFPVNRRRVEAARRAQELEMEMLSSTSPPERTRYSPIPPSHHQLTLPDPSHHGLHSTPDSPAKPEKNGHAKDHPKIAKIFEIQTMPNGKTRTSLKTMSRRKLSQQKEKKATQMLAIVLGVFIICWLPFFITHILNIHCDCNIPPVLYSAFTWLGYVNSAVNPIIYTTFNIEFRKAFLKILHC
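In this primary screen, compounds producing a positive calcium signal within 180 s of addition to tetracycline-induced, force-coupled HEK293 Trex D2 cells are flagged; cells are dye-loaded with a no-wash calcium kit beforehand.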
D1 PAM: enhances dopamine response at the human D1 receptor. P21728. HEK293 TREx D1 cells, calcium flux, dopamine EC20 potentiation. potentiation, % at 10 µM. 360,000 tested, 0.036% active; in the data active = potentiation above about 30%; note: 0% is about no effect
D2 antagonist: antagonizes the human D2 dopamine receptor. 340,000 tested, 2% active. HEK293 TREx D2 cells, calcium flux, dopamine EC80. P14416. inhibition, % at 10 µM. AID 485344; in the data active = inhibition above about 30%; note: 0% is about no effect
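Compounds are added to dye-loaded, induced HEK293 T-REx cells coupled to calcium release via D2; after a 3 min kinetic read an EC80 dopamine stimulus is given and fluorescence is recorded for 3 more min.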
D2 PAM: positively modulates the human D2 dopamine receptor allosterically; HEK293 T-REx D2, calcium flux, EC20 dopamine potentiation; 340,000 tested, 0.34% active; P14416; AID 485347; potentiation, % at 10 µM;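 active = potentiation over 3 SD above the plate norm, cut at about 30% in these data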; note: 0% is about no effect
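Potentiation of an EC20 dopamine calcium response measured kinetically over 180 s, after a preceding 180 s compound-only read flagging agonists. Cells: inducible Hek293 Trex D2 line, 4000/well, cultured overnight at 30 C before dye loading.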
D1 antagonist: blocks dopamine activation of the human D1 receptor | HEK293 TREx D1 cells, calcium flux, dopamine EC80; hits give low values | 360,000 tested, 3.2% active | P21728 | activity change, negative = inhibition, % at 10 µM; in the data active = activity change below about -30%; note: % is set by controls: 0 for no effect and ±100 for the full control effect
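Tetracycline-induced HEK293 Trex D1 cells, force-coupled to calcium, dye-loaded; compounds added and read 180 s, then EC80 dopamine added and calcium flux tracked kinetically another 180 s.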
* = called active by the depositor; . = not tested or not shown. Cut-off read from the data, not from the text of the source, unless noted: active = activation above about 30%; inactive = the rest.

The line under a structure holds: D1 ag	TRHR ag	RXFP1 antag	TRHR PAM	D2 ag	D1 PAM	D2 antagonist	D2 PAM	D1 antagonist
- Cc1ccc2cccnc2c1NC(=S)NC(=O)c1ccccc1
 : 6	0.4	-1	-10	0.4	3	15	7	19
- COc1ccc(NS(=O)(=O)c2cc(-c3nnnn3C)ccc2OC)cc1
 : 1	-0.3	0	13	-0.5	-2	-20	-4	-5
- c1ccc(C2Nc3ccccc3-c3nc4ccccc4n32)cc1 (configuration not stated)
 : 3	-0.7	2	-3	1.3	3	-11	9	.
- COc1ccc([C@H]2CC(=O)C=C(c3ccc4c(c3)sc3ccccc34)C2)cc1
 : -1	0.4	.	-6	.	1	.	-6	.
- O=C(Nc1cccc(Oc2ccc(C(=O)O)c(C(=O)O)c2)c1)c1ccc(-c2ccccc2)cc1
 : 1	-0.4	-3	-4	-2.1	7	5	-2	-17
- CCSc1ccccc1C(=O)N1CCN(c2ccccc2F)CC1
 : 3	-0.1	8	42*	-0.6	-3	-30	-9	-2
- O=C(/C=C/c1ccco1)N1CCN(c2ccccc2)CC1
 : -1	-0.2	-35	-3	1.0	-1	12	7	13
- COc1ccc(CNc2cc(C)cc(C)c2)cc1OC
 : 11	-0.5	.	7	0.7	-2	9	3	-45*
- O=C(NC1CC(=O)N(c2ccc(F)cc2)C1)c1ccc(S(=O)(=O)N2CCCC2)cc1 (configuration not stated)
 : -2	0.1	-27	1	0.4	-2	.	1	.
- CC(C)(C)OC(=O)N1CCC(c2c(C(=O)NCCCN3CCc4ccccc4C3)cnn2-c2ccccc2)CC1
 : 6	0.3	-30	18	-0.5	2	.	-7	-2
- COc1ccc(C(=O)NCCc2nnc3ccc(SCC(=O)N4CCOCC4)nn23)cc1
 : 4	-0.1	0	1	0.8	0	0	2	2
- COC(=O)c1ccc(-c2ccc(OC)c([C@H]3[C@H]4C=CC[C@@H](C)[C@@H]4C(=O)N3Cc3ccccc3)c2)cc1
 : 1	-0.3	.	-2	-0.4	2	-13	21	26
- Cc1ccc(N2CC(C(=O)NCCN3CCOCC3)CC2=O)cc1C (configuration not stated)
 : 5	0.7	-8	-4	0.3	1	14	-15	-5
- O=C(NCCC1=CCCCC1)C1CCN(S(=O)(=O)c2ccc(-n3cnnn3)cc2)CC1
 : 2	-0.4	6	-2	0.6	-3	-20	6	-4
- CCSc1oc(-c2cccs2)nc1S(=O)(=O)c1ccc(Br)cc1
 : 10	0.6	-25	1	1.1	0	.	-1	-4
- O=C(O)CN(Cc1ccco1)S(=O)(=O)c1ccc(F)cc1
 : 0	-0.3	-13	-1	0.4	-4	7	15	7
- O=C(COC(=O)c1ccccc1Br)Nc1cc(S(=O)(=O)N2CCOCC2)ccc1N1CCCC1
 : -2	-0.7	-8	-5	1.6	-2	1	14	-1
- CCOc1ccc(C(C)=O)cc1COC(=O)C1=COCCO1
 : 2	-0.3	-7	-6	0.3	2	5	6	-11
- CCc1c(C)sc2c1CCN(Cc1ccccc1)C2c1ccccc1 (configuration not stated)
 : 1	-0.4	-10	-3	.	-1	.	-3	-4
- O=C(O)c1ccc(N=NN2CCOCC2)cc1
 : 0	0.1	0	0	-0.6	1	5	-1	-4
- CN(C)C(=O)c1nc2ccc(Cl)cn2c1CN1CCN(c2ncccn2)CC1
 : 1	0.2	1	0	5.7	-2	-11	4	-6
- Cc1cc(F)ccc1NC(=O)c1cnccn1
 : -1	0.2	-17	0	-0.5	-3	4	-2	19
- COCCCNC(=O)/C(C#N)=C/c1ccc(OCC(=O)O)c(OC)c1
 : 1	-0.3	-3	2	0.3	-10	-23	1	-8
- Cc1cccc(C(=O)C2CCN(S(=O)(=O)c3ccc(C(=O)O)cc3)CC2)c1
 : 4	-1.2	-12	0	0.6	-4	7	-6	0
- Cc1cc(OCC(=O)NCC2(N3CCN(C)CC3)CCCCC2)cc(C)c1Cl
 : 21	1.4	-23	-1	7.7	1	.	-16	-14
- Cc1c(NC(=O)c2cccc(F)c2)c(=O)n(-c2ccccc2)n1C
 : 5	0.1	-8	14	-0.2	4	4	6	-6
- CCCCNC(=O)c1onc(CSc2ccccc2F)c1C(=O)O
 : 1	-0.2	.	-4	.	0	-5	10	-10
- CCOC(=O)c1c(Nc2ccc(OCC)cc2)nnc(-c2ccccc2)c1-c1ccccc1
 : -2	-0.4	.	-13	-0.3	-2	.	-23	15
- O=C(CN(C(=O)CNC(=O)c1cccs1)c1ccc(F)cc1)NC1CCCC1
 : 0	0.0	-3	-2	2.9	-5	8	.	24
- CCN(CC(=O)NCCc1ccc(S(N)(=O)=O)cc1)Cc1ccccc1
 : 1	-0.6	4	3	-0.2	-5	2	-1	2
- CC(C)Cc1nnc(NC(=O)c2ccc(N3CCCC3=O)cc2)s1
 : 1	0.1	.	-3	-0.3	-8	3	-3	-5
- CCOC(=O)C1Cc2c([nH]c3ccccc23)CN1 (configuration not stated)
 : 4	0.1	-3	-2	0.9	1	-1	-1	-5
- Cc1ccc(NC(=O)c2cc(S(=O)(=O)c3ccccc3)ccc2Cl)cc1
 : 2	0.5	6	-4	0.4	-3	15	0	1
- Cc1csc(SCC(=O)NC2CCCCC2)n1
 : 0	-0.3	-1	-3	0.5	0	-3	-2	-17
- O=C(O)C1CCCN1c1nc(-c2ccc(Cl)c(Cl)c2)cc(C(F)(F)F)n1 (configuration not stated)
 : 2	0.2	-1	-2	0.4	2	15	6	7
- COCCNC(=S)Nc1ccccc1[N+](=O)[O-]
 : 2	0.4	-22	-3	-0.2	-2	4	0	14
- C=CCn1c(-c2ccoc2)n[nH]c1=S
 : 0	0.8	3	-1	.	1	.	.	4
- O=C(C1CC1)N1CCc2cc(Br)cc(S(=O)(=O)NCC3COc4ccccc4O3)c21 (configuration not stated)
 : 2	-0.2	3	0	0.0	-2	5	-7	-2
- NC(=O)c1ccccc1NC(=O)Nc1cccc(Cl)c1
 : 1	1.3	0	13	0.2	-13	0	-15	-42*
- COc1cccc(-c2nnc(NC(=O)c3ccc(Cl)s3)o2)c1
 : 73*	-0.9	.	1	-1.1	-5	-6	5	-36*
- COc1ccc(C2CCCN2CC(O)COc2ccccc2C(C)C)cc1 (configuration not stated)
 : 9	1.1	-33	13	-0.8	-5	-23	-28	-30*
- COc1ccc(-c2nc(CSCC(=O)NCc3ccc4c(c3)OCO4)c(C)o2)cc1OC
 : 1	1.0	5	4	-0.8	-1	2	-7	9
- Cc1ccc(C)c(S(=O)(=O)N2CCCC2CNC(=O)C(=O)NCc2ccccc2)c1 (configuration not stated)
 : 3	-0.1	7	-1	-0.6	1	-1	-7	-9
- Cc1ccc2nc(-c3cccc(S(=O)(=O)N4CC(C)OC(C)C4)c3)cn2c1 (configuration not stated)
 : 2	-0.3	0	15	0.3	-4	6	1	5
- Cc1cccc(N2CCN(Cc3ccc([N+](=O)[O-])o3)CC2)c1C
 : 0	-0.5	-1	-5	1.6	-3	-1	7	-16
- Cc1ccc(C(=O)CSc2ncn[nH]2)cc1
 : 1	-0.5	-8	0	-0.7	0	-11	10	-2
- Cc1cccc(N2CCN(CC(=O)Nc3ccc(S(=O)(=O)N4CCOCC4)cc3)CC2)c1C
 : 15	0.6	-2	19	1.2	1	-31	-12	-7
- COC(=O)c1ccc(NC(=O)c2cc[n+](Cc3ccccc3)cc2)cc1
 : 4	0.2	0	0	0.4	-1	30	-11	-3
- Cn1c(N)c(C(=O)c2cc(-c3ccccc3)nc3ccccc23)c(=O)n(C)c1=O
 : 1	-0.3	-3	-11	-0.6	6	16	1	9
- CSc1ccccc1NC(=O)Nc1cccc(F)c1
 : 4	-0.6	-1	-4	0.3	0	0	-11	-19
- O=C(Cc1n[nH]c(=O)c2ccccc12)NCc1ccccc1
 : 3	-1.0	-12	-2	2.1	-6	6	-2	16
- CSc1cccc(NS(=O)(=O)c2cccs2)c1
 : 1	-1.7	-9	2	-0.4	-5	2	-9	-14
- Cc1cc(C(=O)NCc2ccccc2)c2c(C)nn(-c3cccc(F)c3)c2n1
 : 5	0.8	-5	11	-0.8	0	.	.	3
- CNc1nc(Nc2ccc(C)c(Cl)c2)nc(N)c1[N+](=O)[O-]
 : 3	-0.2	-20	10	0.4	-8	6	2	-2
- CCC(=O)Nc1cccc(C2=NOC3(C2)C[C@@H](C(N)=O)N(C(=O)C2(C)CC2)C3)c1 (some centres not stated)
 : 8	-0.8	.	-2	-0.5	7	-5	-2	-9
- COc1ccc(CCn2c(=O)[nH]c3cc(C(=O)NCCN4CCOCC4)ccc3c2=O)cc1OC
 : 0	0.7	-4	-2	.	-3	.	5	.
- CCCCN(C)C(=O)C(Cc1ccccc1)NS(=O)(=O)c1ccc2c(c1)CCC(=O)N2 (configuration not stated)
 : 1	0.0	.	-4	0.7	-3	11	11	-11
- O=C(O)/C(=C\c1cccs1)c1ccccc1
 : 1	0.3	17	-5	0.4	-3	-16	-7	-1
- CCOC(=O)c1c(C)[nH]c(C)c1S(=O)(=O)N(C)CC(=O)NCc1ccc(F)cc1
 : 2	-0.2	26	11	0.3	-17	-3	-7	-5
- O=C(Nc1cccc(C(F)(F)F)c1)Nn1cnnc1
 : 2	0.0	1	-6	0.9	13	9	10	1

Compound profiles (already shown).
`CCOC(=O)c1c(C)[nH]c(C)c1S(=O)(=O)N(C)CC(=O)NCc1ccc(F)cc1` across the screens: D1 ag = 2; TRHR ag = -0.2; RXFP1 antag = 26; TRHR PAM = 11; D2 ag = 0.3; D1 PAM = -17; D2 antagonist = -3; D2 PAM = -7; D1 antagonist = -5
`O=C(O)/C(=C\c1cccs1)c1ccccc1` across the screens: D1 ag = 1; TRHR ag = 0.3; RXFP1 antag = 17; TRHR PAM = -5; D2 ag = 0.4; D1 PAM = -3; D2 antagonist = -16; D2 PAM = -7; D1 antagonist = -1

Further records.
The line under a structure holds: D1 ag	TRHR ag	RXFP1 antag	TRHR PAM	D2 ag	D1 PAM	D2 antagonist	D2 PAM	D1 antagonist
- O=C(CC1SC(=Nc2cccc3ccccc23)N(Cc2ccccn2)C1=O)Nc1ccccc1Br (configuration not stated)
 : 10	-0.1	-6	-4	0.0	1	0	-10	-11
- O=C(CSc1nc(-c2ccccc2)cs1)Nc1ccccc1[N+](=O)[O-]
 : 5	-1.2	17	-6	-1.2	-7	-4	-9	4
- O=c1[nH]c2ccccc2nc1C(Nc1ccccc1)c1ccccc1 (configuration not stated)
 : 0	0.0	-10	17	-0.1	9	-4	1	-6
- O=C(Nc1cccc(C(F)(F)F)c1)C1CCCN(c2ncccn2)C1 (configuration not stated)
 : 0	0.0	9	-3	-0.3	-2	-3	-17	26

An excerpt from above in order of number of heavy atoms, lowest first:
The line under a structure holds: D1 ag	TRHR ag	RXFP1 antag	TRHR PAM	D2 ag	D1 PAM	D2 antagonist	D2 PAM	D1 antagonist
- O=C(O)/C(=C\c1cccs1)c1ccccc1
 : 1	0.3	17	-5	0.4	-3	-16	-7	-1
- O=C(Nc1cccc(C(F)(F)F)c1)Nn1cnnc1
 : 2	0.0	1	-6	0.9	13	9	10	1
- O=C(CSc1nc(-c2ccccc2)cs1)Nc1ccccc1[N+](=O)[O-]
 : 5	-1.2	17	-6	-1.2	-7	-4	-9	4
- O=C(CC1SC(=Nc2cccc3ccccc23)N(Cc2ccccn2)C1=O)Nc1ccccc1Br (configuration not stated)
 : 10	-0.1	-6	-4	0.0	1	0	-10	-11

Bioassay records as filed in PubChem.
